PABP1 MLLE inh: blocks PAM2 peptide binding to the PABP1 MLLE domain | GST-MLLE / FITC-PAM2 fluorescence polarization | inhibition, % at 20 µM | 360,000 compounds, 0.36% hits; in the data active = inhibition above about 35%, passing the limit was not always enough;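 note: plate controls were DMSO wells with GST-MLLE for no effect and wells lacking GST-MLLE protein for full effect; some results filed as inactive read as strong as hits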
Target sequence (P11940 whole entry, looked up, the tested form may be a part): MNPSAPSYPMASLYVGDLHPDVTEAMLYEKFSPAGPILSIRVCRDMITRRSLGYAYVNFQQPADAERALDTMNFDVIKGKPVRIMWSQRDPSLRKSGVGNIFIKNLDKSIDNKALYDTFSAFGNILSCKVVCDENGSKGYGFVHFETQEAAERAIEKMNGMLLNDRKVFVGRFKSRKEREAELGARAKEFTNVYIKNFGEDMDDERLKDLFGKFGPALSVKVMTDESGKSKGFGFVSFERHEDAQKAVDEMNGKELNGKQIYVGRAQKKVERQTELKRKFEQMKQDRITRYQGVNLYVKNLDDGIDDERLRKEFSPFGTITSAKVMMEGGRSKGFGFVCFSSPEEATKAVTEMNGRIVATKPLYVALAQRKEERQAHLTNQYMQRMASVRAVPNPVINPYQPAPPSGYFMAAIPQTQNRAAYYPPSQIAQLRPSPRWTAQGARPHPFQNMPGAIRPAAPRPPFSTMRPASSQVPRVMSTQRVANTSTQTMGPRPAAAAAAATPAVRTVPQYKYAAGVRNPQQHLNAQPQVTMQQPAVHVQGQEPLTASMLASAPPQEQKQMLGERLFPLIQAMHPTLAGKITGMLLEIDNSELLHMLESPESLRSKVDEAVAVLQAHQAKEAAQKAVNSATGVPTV
Rpn11 block: inhibitors of human proteasome Rpn11. 360,000 compounds, 0.59% hits. AID 588493. human 26S proteasome, Ub4-pepOG fluorescence polarization; 20S core pre-blocked with epoxomicin. calls only at 20 µM. O00487;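 active = inhibition at 20 µM, scaled to each plate's controls, above about 33%, limit read from the data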
Target sequence (O00487 whole entry, looked up): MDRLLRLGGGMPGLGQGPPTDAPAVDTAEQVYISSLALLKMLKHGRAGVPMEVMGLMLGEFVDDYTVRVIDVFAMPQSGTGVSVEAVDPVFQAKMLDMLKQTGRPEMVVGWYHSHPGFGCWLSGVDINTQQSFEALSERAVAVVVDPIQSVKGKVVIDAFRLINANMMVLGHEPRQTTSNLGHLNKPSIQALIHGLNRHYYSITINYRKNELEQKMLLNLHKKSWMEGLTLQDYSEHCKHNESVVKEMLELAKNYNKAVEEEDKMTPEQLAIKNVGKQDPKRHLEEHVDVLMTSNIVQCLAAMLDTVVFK
FAS-TE inh: inhibitors of human fatty acid synthase thioesterase domain; P49327; inhibition, % at 15 µM; 360,000 compounds, 0.67% hits; recombinant FAS-TE, OMFH fluorogenic substrate, fluorescence endpoint;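 active = compounds whose normalised, plate-corrected inhibition of enzyme fluorescence in the single-dose primary screen is 50% or more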;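 note: 0% = DMSO with enzyme and 100% = substrate without enzyme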
MsrA inhibitor: bovine MsrA inhibition | inhibition, % at 15.5 µM | AID 651718 | 360,000 compounds, 0.75% hits | purified bovine MsrA, absorbance read-out; in the data active = inhibition above about 4.5%;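 note: 0% = vehicle wells with enzyme and 100% = reference inhibitor wells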
Rin1 Abl inh: blocks binding of human Rin1 to Abl; P00519+Q13671; TR-FRET Rin1/Abl binding, biochemical; inhibition, % at 7.35 µM; 360,000 compounds, 0.4% hits; AID 588664; in the data active = inhibition above about 5%, passing the limit was not always enough
bovine MsrA act: activators of bovine methionine sulfoxide reductase A; activation, % at 10.6 µM; purified bovine MsrA, absorbance read-out; 360,000 compounds, 0.3% hits; in the data active = activation above about 7.5%;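 note: 0% = vehicle and 100% = reference activator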
CSN deneddyl inh: CSN deneddylation inhibition; Q92905; Purified CSN, SCF-Nedd8-OG deneddylation, fluorescence polarization; inhibition, % at 12.5 µM; 360,000 compounds, 0.38% hits; AID 651999;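 active = pattern-corrected inhibition above about 35%, with an unprinted fluorescence ratio check between 0.5 and 1.5, limit read from the data, passing the limit was not always enough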;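 note: 0% = enzyme with substrate and 100% = substrate without enzyme; some results filed as inactive read as strong as hits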
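Assay system: HEK293T-derived human Csn5 enzyme; quantity: 0.24 nM enzyme; medium: Tris/NaCl/DTT buffer, pH 7.5; also added: substrate SCFSkp2-Nedd8OG, 10 nM; doses: 12.5 µM compound; schedule: 90 min reaction at room temperature; signal: FP; read-out: % inhibition of substrate cleavage by Csn5; benchmarks: substrate-only high control, full reaction low control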
MT1-MMP act inh: blocks activation of human MT1-MMP; 360,000 compounds, 0.061% hits; AID 651647; GFP/RFP ratio change, % at 20 µM; HT1080 RFP-PRO-GFP cells, GFP/RFP ratio fluorescence, overnight; percent of plate control window, DMSO zero; P50281;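 active = GFP/RFP ratio change of at least 30% with cell ATP level not reduced by more than half and red fluorescence within 50% of control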; note: strong numbers were not always called active
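Assay system: HT1080 cells carrying an RFP-PRO-GFP reporter | Dosing: Single dose of 20 µM compound, 1% DMSO final | Incubation: Cells overnight before dosing, compound overnight, 37 °C, 5% CO2 | Evaluation: GFP/RFP fluorescence ratio | Control set: DMSO and RFP-L50D-GFP cell wells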
E coli Lon inh: inhibits E. coli Lon protease | P0A9M0 | purified E. coli Lon protease, fluorescence polarization | inhibition, % at 7.94 µM | 360,000 compounds, 0.42% hits; in the data active = inhibition above about 13%, passing the limit was not always enough;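 note: 0% = enzyme with probe and DMSO and 100% = no enzyme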
* hit, by the source's call; i = inactive; . = no result given; + = active, no number.

SMILES	PABP1 MLLE inh	Rpn11 block	FAS-TE inh	MsrA inhibitor	Rin1 Abl inh	bovine MsrA act	CSN deneddyl inh	MT1-MMP act inh	E coli Lon inh
O=C(Nc1nnc([C@H]2C[C@H](O)[C@@H](CO)O2)s1)Nc1ccccc1C(F)(F)F	-2.1	i	-10.7	0.3	1.2	-4.7	-6.2	-1.6	-11.6
CC(Cc1cccs1)NC(=S)Nc1ccc(Cl)c(Cl)c1 (configuration not stated)	25.1	i	40.4	-1.0	2.2	-0.1	1.0	3.5	-1.4
Cc1cc(C)c(S(=O)(=O)N2CCC(C(=O)NCc3ccc(Cl)cc3Cl)CC2)c(C)c1	-18.4	i	23.0	0.8	1.9	-1.0	1.4	.	8.1
O=C(NCc1n[nH]c(=S)n1-c1ccc(Cl)c(Cl)c1)c1cccs1	-24.2	i	-2.9	1.2	-0.2	1.5	-6.4	1.6	-4.9
Cc1ccccc1C(=O)NCCN1CCC(n2c(=O)[nH]c3ccccc32)CC1	.	.	-13.9	-0.7	.	-2.4	-2.2	0.2	0.1
CCC1Cc2c(nc(N)c3c(N)nc(N4CCCCC4)c(C#N)c23)O1 (configuration not stated)	7.2	i	12.3	1.8	-1.7	-3.2	2.8	-0.7	-2.6
CCCCN(C)C(=O)c1cn(CC)c2nc(C)ccc2c1=O	-6.7	i	-3.6	2.3	-2.0	-5.8	-0.1	-3.1	-3.6
COc1ccc(S(=O)(=O)N2CCCCCC2)cc1C(=O)N(C)CC(=O)Nc1cc(C)ccc1C	-5.8	i	2.2	-0.6	2.8	-5.7	2.6	2.1	5.6
CCOC(=O)COc1cc2c3c(c(=O)oc2cc1C)CCCC3	10.9	i	3.9	1.5	0.9	3.4	0.0	0.0	-2.4
Cc1c(C(=O)Nc2ccc(F)cc2)oc2ccc(S(=O)(=O)N3CC(C)CC(C)C3)cc12 (configuration not stated)	-10.8	i	22.5	1.0	3.7	-4.5	4.2	0.3	0.4
COc1ccccc1-n1cc(-c2ccccc2)c2c(=S)nc[nH]c21	15.7	i	10.5	0.6	-1.5	-0.5	2.7	-4.2	4.3
O=C(Nc1ccccc1)C1=C[C@H](c2ccc3c(c2)OCO3)C[C@H](OCc2ccc(CO)cc2)O1	19.0	i	10.9	1.7	1.9	-8.6	1.7	5.2	2.4

Profiles as entered above. Values in the order: PABP1 MLLE inh | Rpn11 block | FAS-TE inh | MsrA inhibitor | Rin1 Abl inh | bovine MsrA act | CSN deneddyl inh | MT1-MMP act inh | E coli Lon inh
`CCOC(=O)COc1cc2c3c(c(=O)oc2cc1C)CCCC3` is listed as 10.9 | i | 3.9 | 1.5 | 0.9 | 3.4 | 0.0 | 0.0 | -2.4
`O=C(Nc1ccccc1)C1=C[C@H](c2ccc3c(c2)OCO3)C[C@H](OCc2ccc(CO)cc2)O1` is listed as 19.0 | i | 10.9 | 1.7 | 1.9 | -8.6 | 1.7 | 5.2 | 2.4
`COc1ccccc1-n1cc(-c2ccccc2)c2c(=S)nc[nH]c21` is listed as 15.7 | i | 10.5 | 0.6 | -1.5 | -0.5 | 2.7 | -4.2 | 4.3

(more compounds)
SMILES	PABP1 MLLE inh	Rpn11 block	FAS-TE inh	MsrA inhibitor	Rin1 Abl inh	bovine MsrA act	CSN deneddyl inh	MT1-MMP act inh	E coli Lon inh
COC(=O)c1ccccc1NC(=O)C1CCCC1	10.7	i	-2.8	-0.5	0.6	2.3	2.4	-0.3	4.8
COc1ccc(C(=O)O/N=C(\N)c2ccc(OC)c(OC)c2)c(OC)c1	9.0	i	-1.4	.	-2.4	-1.4	-2.7	6.6	-2.7
CC1CCCc2sc3nc(NCc4ccco4)n4ncnc4c3c21 (configuration not stated)	-0.7	i	16.4	0.9	1.3	-1.7	9.2	4.3	-3.4
CC(C)(C)NC(=S)NCc1cccnc1	-14.1	i	-6.0	-1.2	0.7	-1.0	0.8	3.3	5.5
Cc1ccc(Cl)cc1N1CCN(S(=O)(=O)c2ccc3c(c2)OCCO3)CC1	6.2	i	24.3	-0.2	3.0	-10.3	0.8	-1.7	4.4
Cc1ccc(S(=O)(=O)N(C)C[C@@H]2OCc3cn(nn3)CCCC(=O)N([C@H](C)CO)C[C@H]2C)cc1	-5.6	i	-10.5	1.6	6.1	-2.3	-5.0	1.9	-5.7
CCc1nnc(NC(=O)c2ccc3nc(CC)c(CC)nc3c2)s1	-15.3	i	-7.0	-0.3	-2.7	-1.6	-0.4	3.8	5.3
O=C(N/N=C/c1ccc[nH]1)c1cc2ccccc2cc1O	-14.9	i	-0.1	3.9	-1.6	-5.7	11.7	-0.7	1.1
Cc1ccc(C)c(-c2nnc(NC(=O)Cc3ccccc3)o2)c1	-1.4	i	-4.5	0.1	0.7	-0.9	-4.6	7.8	-4.4
Cc1ncc(CN2CCC(CO)(CCc3ccccc3)CC2)s1	1.2	i	-2.5	-1.4	-1.6	-4.8	-4.7	0.8	-11.1
Cc1ccc2c(c1)N(C(=O)CCC(=O)NCCCN(C)Cc1ccccc1)CCO2	-4.6	i	-1.4	-0.2	-0.6	-1.3	-1.2	4.8	3.0
O=C(Nc1cccnc1)Nc1ccc(F)c(Cl)c1	7.0	i	6.4	0.0	3.0	-1.6	4.2	-3.6	-7.4
Cc1cc(OCC(=O)Nc2ccc3oc(-c4ccncc4)nc3c2)ccc1Cl	2.4	i	-1.7	0.3	1.2	0.8	7.1	1.1	-7.5
COc1ccc(S(=O)(=O)n2cnc3ccccc32)cc1	2.2	i	-5.2	-0.9	0.5	-5.0	3.5	-0.1	-6.6
CCCC(=O)NC(Nc1ccccc1OC)C(Cl)(Cl)Cl (configuration not stated)	-10.2	i	4.0	0.6	0.2	0.3	4.3	21.0	-1.4
Cc1ccc(C)c(Cn2c3ccccc3c3cnn(CC(=O)NCc4ccccn4)c(=O)c32)c1	6.5	i	-10.5	-0.6	-4.4	-0.3	3.2	-3.5	9.9
C#CCOCCOCCOCCNc1nc(N2CCN(C(=O)[C@H](CCCN=C(N)N)n3cc(C(N)[C@@H](C)CC)nn3)CC2)nc(N2CCN(C(=O)[C@H](CCC(=O)O)n3cc([C@@H](N)CCCCN)nn3)CC2)n1 (some centres not stated)	17.9	i	-14.2	-1.1	6.1	-2.0	3.4	0.9	15.3
CN1C(=O)C(C)(C)c2cc(S(=O)(=O)N3CCN(c4ccc(F)cc4)CC3)ccc21	0.2	i	15.6	-0.4	-1.9	-4.0	-0.8	2.0	-2.3
CCCCCCCCN1C(=O)[C@H](CC(=O)NCCc2ccccc2OC)C[C@@]2(C(=O)OC)CCCCC=C12	.	.	21.4	0.6	.	-7.0	-3.5	-8.1	-5.0
C/C(N)=C(/C#N)C(=O)CSc1ncnc2ccccc12	-4.4	i	-7.6	1.6	-2.8	-3.3	-1.8	-7.8	-14.2
CCC(C)NC(=O)CN(C1CCCCC1)S(C)(=O)=O (configuration not stated)	-86.5	i	-1.5	0.7	4.5	-4.2	0.6	7.1	-4.6
O=C(CNC(=O)c1ccccc1)NCCc1ccc(O)c(O)c1	-0.2	i	-0.9	0.5	5.8	-4.9	-2.8	0.5	-6.2
COc1ccc(-c2cnc(N)n2CC2CCCO2)cc1 (configuration not stated)	-6.0	i	-17.6	0.0	2.2	-4.0	0.9	11.9	-2.1
Cn1cnc(S(=O)(=O)N2CCc3ccccc32)c1	-1.9	i	-8.4	0.3	-0.8	-2.4	-5.7	-2.1	-10.2
Cc1ccccc1-n1ncc2c1CC(C)(C)CC2NC(=O)CCCN1CCCC1=O (configuration not stated)	4.2	i	-2.2	-0.8	2.5	-1.0	1.0	-0.6	-5.6
O=S(=O)(c1ccc(Cl)nc1)N1CCc2ccccc21	0.9	i	4.1	-0.5	-3.0	-2.5	2.5	-1.7	4.7
Cc1ccccc1OCC(=O)NCCNC(=O)c1cccnc1	-13.2	i	-7.2	1.3	-0.7	-4.2	1.1	0.9	-2.5
COc1ccc(C(O)P(=O)(OCCC(C)C)c2ccc(N(C)C)cc2)cc1OC (configuration not stated)	-5.8	i	-1.1	-0.6	-2.9	-3.7	3.3	-0.1	-3.2
COc1ccc(CC(=O)Nc2c(C(=O)N3CCN(c4ccccc4)CC3)oc3ccccc23)cc1OC	3.5	i	18.8	-0.5	1.2	-3.6	-1.3	-3.3	0.4
O=C(N/N=C/c1ccccc1OC(F)F)NC1CCCCC1	-3.7	i	10.6	-0.8	0.2	-0.4	5.6	0.5	9.4
COc1ccc(OC)c(C2CC(=O)Nc3c2c(=O)[nH]c2ncnn32)c1 (configuration not stated)	7.5	i	-1.5	-0.5	-2.2	-6.2	-9.6	-1.7	1.5
CCN1C(=O)[C@H]2[C@H]3CN=C(SC)N3[C@@](Cc3ccccc3)(C(=O)OC)[C@H]2C1=O	5.8	i	-9.7	-0.1	-0.5	-6.5	-2.8	3.6	4.7
Cc1cccc(N2CCN(C(=O)c3c(-c4ccccc4)noc3C)CC2)c1C	-4.2	i	12.4	-0.1	0.4	-5.5	3.8	-2.0	-2.7
COc1ccc(C)cc1NC(=O)/C=C/c1ccc(OC)c(S(=O)(=O)N2CCOCC2)c1	6.7	i	9.5	1.9	-1.4	-2.7	-2.5	5.9	9.5
Cc1cccc(N/C=C/C(=C(C#N)C#N)N(C)C)c1	-5.1	i	0.8	1.8	1.5	-1.0	1.3	-3.7	-6.9
O=C1N(Cc2ccccc2)c2ccccc2OC1(F)F	12.4	i	12.3	0.1	-1.5	-2.8	0.1	-3.1	-7.9
Cn1c(CC(=O)Nc2ccccc2)nnc1SCC(=O)NC1=NCCS1	6.3	i	-3.7	-0.7	3.4	-1.9	-1.9	1.4	-0.9
CCOC(=O)c1c(C)[nH]c(C(=O)N/N=C/c2cc([N+](=O)[O-])ccc2O)c1C	-14.6	i	15.3	0.7	2.3	-3.9	1.7	-5.8	6.7
CC1=CC(=O)C=C(C)C1=NOC(=O)c1cccc([N+](=O)[O-])c1	-1.2	i	1.8	-1.2	-0.5	-6.7	5.0	-0.1	-12.3
N#Cc1ccc(OCc2cccc(S(=O)(=O)N3CCOCC3)c2)cc1	1.4	i	4.7	-0.7	5.1	-1.1	-5.0	-1.6	-6.2
COc1cc2c(cc1OC)C(CNC(=O)C=Cc1ccccc1)C2 (configuration not stated)	-2.5	i	1.0	0.7	-3.7	-2.4	-1.9	3.6	9.8
COc1ccccc1NC(=O)C(=O)N/N=C(\C)CC(=O)Nc1ccc(OCc2ccccc2)cc1	9.6	i	22.0	0.1	-0.4	-5.6	5.7	6.3	-5.2
CC1(C)C(=O)Nc2ccccc2N1C(=O)COC(=O)c1ccc([N+](=O)[O-])o1	-8.2	i	4.9	1.1	-3.0	-6.2	5.5	-3.7	0.3
O=C(O)CSc1c[nH]c2ccccc12	16.8	i	-5.5	-0.2	-4.1	-1.4	-2.8	-2.9	10.3
Cc1ccc(Cn2nnc3c(=O)[nH]c(C4CCN(S(=O)(=O)c5ccccc5)CC4)nc32)cc1	7.5	i	16.8	.	2.8	0.2	-1.4	-3.3	-4.3
COc1ccccc1N1CCN(C2CCCN(Cc3cccc(O)c3)C2)CC1 (configuration not stated)	6.6	i	0.3	-0.7	1.7	-9.2	-6.3	-2.1	-1.2
CCOC(=O)C1CCN(C(c2cc3ccc(C)c(C)c3[nH]c2=O)c2nnnn2C2CCCCC2)CC1 (configuration not stated)	-44.5	+	6.7	0.3	7.3	-2.1	2.6	-21.3	-44.8
COC(=O)/C=C/C(=O)Nc1cccc(C(F)(F)F)c1	-3.8	i	-13.0	-0.1	2.4	-3.2	3.1	2.3	-4.0
Cc1[nH]n(-c2ccccc2)c(=O)c1N=Nc1ccc2c(c1)OCO2	-2.1	i	4.6	-0.1	3.1	-0.7	0.1	-1.9	2.4

High-throughput results (PubChem BioAssay)
